Compound activity: PubChem, several laboratories
NR2E3 ag-1: activates human NR2E3 receptor | Q9Y5X4 | CHO-S Gal4-NCOR/VP16-NR2E3 two-hybrid, luciferase | inhibition of corepressor binding, % at 3.98 µM | hit rate 0.35% among 360,000 | AID 602229;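 active = inhibition above the mean of all tested compounds plus 3 SD, cut at about 70% in these data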;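 also: 0% = DMSO with NR2E3 transfected cells and 100% = cells lacking NR2E3 construct; higher means lower luciferase signal from less NR2E3 corepressor binding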
Target sequence (Q9Y5X4 whole entry, looked up, the tested form may be a part): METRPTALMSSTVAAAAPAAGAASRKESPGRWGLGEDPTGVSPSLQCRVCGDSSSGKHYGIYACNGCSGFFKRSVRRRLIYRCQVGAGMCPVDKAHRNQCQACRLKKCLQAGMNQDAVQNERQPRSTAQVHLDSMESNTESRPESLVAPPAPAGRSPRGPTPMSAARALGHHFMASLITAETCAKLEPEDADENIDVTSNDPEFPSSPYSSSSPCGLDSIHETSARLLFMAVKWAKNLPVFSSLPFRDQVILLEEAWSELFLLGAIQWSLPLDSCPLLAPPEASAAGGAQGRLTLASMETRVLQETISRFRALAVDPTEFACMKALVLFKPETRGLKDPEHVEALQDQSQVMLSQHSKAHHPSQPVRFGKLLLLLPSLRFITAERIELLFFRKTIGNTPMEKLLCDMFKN
Cardio protect: myocardial damage modulation in H9c2 cells. H9c2 cardiomyocytes, H2O2 injury protection, ATPLite, 2 h. protection from H2O2 cell death, % at 20 µM. hit rate 0.63% among 360,000. AID 588492;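 active = compounds giving at least 50% protection of heart cells from peroxide-induced death in the single-dose screen, raw or plate-pattern-corrected value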;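 also: 0% = DMSO wells with peroxide and 100% = DMSO wells without peroxide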
MITF TRPM1 inh: reduces MITF-dependent TRPM1 promoter luciferase signal. SK-MEL-5 TRPM1 promoter luciferase, 24 h. hit rate 0.83% among 330,000. inhibition, % at 12.5 µM;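 active = mean inhibition across replicates of 60% or more, whatever share of single replicates reaches that level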; also: values of inactives mirror those of a sister screen read the other way
PDI turbidity: PDI (human) enzyme inhibition | P07237 | PDI insulin aggregation turbidity, A650, 90 min | inhibition, % at 10 µM | hit rate 0.052% among 350,000;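 active = mean inhibition across replicates of 30% or more, whatever share of single replicates reach that level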;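 also: absorbance from insulin aggregation driven by PDI reduction with DTT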
iPSC survival up: increases survival of single human iPS cells; hiPSC single-cell survival, ATPlite luminescence; 100% = ROCK inhibitor wells, 0% = DMSO; hit rate 0.044% among 360,000; survival enhancement, % at 20 µM; in the data active = survival enhancement above about 18%;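 also: cells exposed to compounds for 16 hours before the ATP read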
CaV13 FRET inh: Disruptors of the CACNA1D IQ motif to Ca2+-dependent inactivation inhibitor domain association, primary screening, Förster resonance energy transfer in intact living …; HEK cells, CFP/YFP FRET ICDI-IQ, plate reader, 10 min; percent FRET-ratio fall versus neutral wells; inhibition, % at 12.3 µM; hit rate 0.098% among 340,000;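 active = mean replicate inhibition of at least 30% and at least 1% of replicates passing that level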;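 also: 0% = median of the neutral control wells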
NR2E3 ag-2: NR2E3 (human) agonism. Q9Y5X4. GST-NR2E3/biotin-RetCOR TR-FRET, 1536-well. inhibition of corepressor binding, % at 4.78 µM. hit rate 0.12% among 320,000. AID 2300;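 active = percent inhibition above the cutoff of mean plus 3 SD of all tested compounds, set per screening campaign, cut at about 20% in these data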;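 also: 0% = DMSO wells and 100% = biotin wells as full block of FRET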
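Assay system: NR2E3–RetCOR corepressor complex. Quantity: 1.35 nM GST-NR2E3. Buffer or medium: pH 7.5 Tris-based buffer. Reagent: biotinylated RetCOR corepressor at 7 nM final. Schedule: 5 h at 4 °C. Detection: TR-FRET, emission read at 617 and 671 nm. Replicates: one well per compound, singlicate testing.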
Shn3 3UTR inh: reduces Shn3 3'UTR luciferase signal in osteoblasts. AID 588674. inhibition, % at 12.5 µM. Clone20 osteoblast Shn3 3'UTR firefly luciferase, 24 h. hit rate 0.52% among 360,000;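 active = mean inhibition of at least 75% with every replicate also reaching 75%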;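 also: 0% = median of neutral control wells and 100% = pilot-screen positive control compound; some compounds past the cut are filed as inactive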
m5-HT2A agonist: mouse HTR2A agonism via beta-arrestin recruitment; P35363; activation, % at 7.6 µM; hit rate 0.66% among 360,000; AID 624169; CHO-K1 mHTR2A beta-arrestin complementation, luminescence; percent of 30 µM serotonin response;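 active = activation above a run cutoff, the mean activation of all tested compounds plus 3 SD, cut at about 14% in these data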;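 also: 0% = plate median of compound wells and 100% = 30 µM serotonin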
Target sequence (P35363 whole entry, looked up): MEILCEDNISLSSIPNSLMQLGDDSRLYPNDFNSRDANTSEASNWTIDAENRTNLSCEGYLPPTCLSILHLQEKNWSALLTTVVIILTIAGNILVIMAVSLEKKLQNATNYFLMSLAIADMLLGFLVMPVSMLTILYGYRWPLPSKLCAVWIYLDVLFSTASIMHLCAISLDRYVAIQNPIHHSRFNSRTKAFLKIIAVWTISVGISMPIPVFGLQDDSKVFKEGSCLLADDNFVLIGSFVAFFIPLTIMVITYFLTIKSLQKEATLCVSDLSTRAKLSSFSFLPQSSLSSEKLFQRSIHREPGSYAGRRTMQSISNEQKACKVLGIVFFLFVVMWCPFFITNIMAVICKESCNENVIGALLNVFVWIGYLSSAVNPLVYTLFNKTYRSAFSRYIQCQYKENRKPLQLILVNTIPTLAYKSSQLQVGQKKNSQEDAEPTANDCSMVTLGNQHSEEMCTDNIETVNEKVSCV
HIF-2a block: inhibitors of HIF-2a | 786-0 RCC cells HIF-2a reporter, luciferase luminescence, overnight | inhibition, % at 18.8 µM | hit rate 0.72% among 360,000 | AID 624352;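 active = inhibition of the luminescence signal of 40% or more relative to plate controls, in a single-dose primary screen at 18.75 µM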
Peg3 prom inh: reduces Peg3 promoter-driven luciferase expression in HeLa. HeLa PEG-Prom luciferase reporter, luminescence, overnight. inhibition, % at 20 µM. hit rate 1.7% among 360,000. AID 588405;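 active = inhibition of at least 50% at 20 µM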
An asterisk follows results filed as active; x = no result given.

SMILES | NR2E3 ag-1 | Cardio protect | MITF TRPM1 inh | PDI turbidity | iPSC survival up | CaV13 FRET inh | NR2E3 ag-2 | Shn3 3UTR inh | m5-HT2A agonist | HIF-2a block | Peg3 prom inh
Cc1cc(N/N=C/c2ccccc2F)c2ccccc2n1 | -3.5 | 5.5 | -7.6 | 12.5 | -0.7 | -3.9 | -0.9 | -8.4 | -4.0 | 19.4 | -2.4
C#CC[N+](CC)(CC)CC#Cc1ccccc1 | 22.3 | 4.5 | x | 2.1 | -0.2 | -17.0 | 2.3 | -39.8 | 3.1 | 20.5 | 2.4
CCOC(=O)[C@]12CCC=C1N(Cc1ccco1)C(=O)[C@H](CC(=O)N1CCN(C(=O)c3ccco3)CC1)C2 | -8.6 | x | x | x | 1.5 | -4.4 | x | x | 6.6 | 3.3 | x
CCCCN(C)CCNC(=O)c1ccc2c(c1)NC(=O)C(N1CCCCC1)S2 (configuration not stated) | 1.0 | -10.1 | -10.4 | 4.7 | -3.4 | x | 0.1 | 31.0 | -3.4 | 4.5 | -7.1
COc1ccc(NC(=O)C2CCCO2)c(OC)c1 (configuration not stated) | -11.9 | 7.8 | 2.6 | 9.8 | -0.5 | -4.5 | -0.2 | 8.3 | 7.6 | -7.6 | -15.9
CCCCCCCNC(=O)C1CC(=O)N(C)C(=Nc2ccc(OC)cc2)S1 (configuration not stated) | 18.4 | 0.0 | -2.1 | -5.6 | -0.2 | -4.9 | -1.7 | 1.6 | -2.6 | 25.2 | -75.4
COc1ccc(CCNC(=O)CN2C(=O)C3(OCCCO3)c3ccccc32)cc1OC | -29.9 | 12.7 | 7.3 | -7.5 | 5.3 | -3.6 | -0.8 | 8.5 | 2.1 | 2.2 | -6.5
COc1ccc(CNC(=O)c2cccc3c(-c4cccc(C(N)=O)c4)coc23)cc1OC | 52.9 | -7.5 | x | -2.0 | -2.5 | -9.2 | x | 59.4 | 7.0 | -82.6 | 27.6
COc1cc2c(cc1OC)CN(Cc1cc(OC)c(O)c(OC)c1)CC2 | -21.9 | -1.1 | -2.8 | 0.9 | -0.3 | 4.5 | 1.1 | -2.6 | 1.9 | 7.7 | -3.1
COC(=O)c1cc2c(N)c(C(=O)c3ccccc3)sc2nc1C(OC)OC | -8.6 | 6.5 | -18.1 | -6.6 | 1.2 | -33.7 | 0.1 | -16.5 | 1.9 | -56.0 | -41.1
O=C(CSc1nnc(-c2ccc(Br)cc2)o1)N1CCN(C(=O)c2ccco2)CC1 | -1.1 | -0.2 | 2.0 | 1.4 | -1.1 | -7.5 | 4.4 | -10.4 | 1.5 | -35.7 | 11.6
Cc1cc(N2CCN(C(c3ccccc3)c3ccc(Cl)cc3)CC2)n2ncnc2n1 (configuration not stated) | -17.9 | -2.9 | -4.8 | 1.8 | -0.7 | -7.0 | 0.0 | -7.2 | -8.2 | -2.6 | -10.1
O=C(Nc1nc(-c2ccc(F)cc2)cs1)c1cccnc1 | 3.8 | 1.0 | -26.6 | -5.0 | -0.7 | 0.8 | 4.2 | -13.7 | 2.5 | -86.2 | -66.7
O=S(=O)(NCCSc1ccccn1)c1ccc(Cl)cc1 | -4.8 | -1.8 | -1.1 | 0.4 | -1.2 | -1.0 | 0.3 | 13.3 | 4.5 | 11.3 | 14.0
COc1ccc(CNC(=O)C2CCN(C(=O)c3csc(Nc4ccc(C)cc4)n3)CC2)cc1 | -6.2 | 9.3 | 1.9 | -10.3 | 0.3 | -4.6 | 6.1 | 22.7 | -1.5 | -23.1 | 2.8
CC(Nc1nc(-c2ccc(F)cc2)cs1)c1nc2cc(Cl)c(Cl)cc2n1CCCO (configuration not stated) | -42.9 | -12.2 | -3.7 | -2.5 | -4.1 | -12.4 | 3.1 | 1.5 | 1.2 | -6.7 | 12.9
CCOC(=O)CSc1nc2ccccc2c(=O)n1-c1ccc(C)cn1 | -25.1 | 4.8 | -4.7 | -11.2 | -0.6 | -6.7 | 1.9 | 5.4 | 14.1 | 12.7 | 7.0
CCOC(=O)c1ccc(NC(=O)c2ccc(CO)c(C(=O)NC3CCN(C(=O)OCC)CC3)c2)cc1 | 23.5 | 4.6 | 2.5 | -8.4 | -0.1 | -3.4 | 1.9 | 19.1 | 2.7 | 22.9 | 20.8
Cc1ccc(CNC(=O)c2cc3c(C)nc4ccccc4c3o2)cc1 | 86.1* | -30.8 | 10.2 | x | 1.4 | -4.6 | -1.4 | 83.3 | -4.1 | -0.3 | 12.5
CNS(=O)(=O)c1cc(N)ccc1C | -21.4 | -5.6 | -7.4 | 5.7 | -0.8 | -6.2 | 3.6 | 7.9 | 1.1 | 12.9 | 10.9
CN(C)S(=O)(=O)NC(=O)C1=C(N2CCCC2)COC1=O | 14.0 | 2.9 | -13.1 | -81.0 | -1.6 | -1.6 | x | -8.7 | 23.0* | 8.4 | -4.3
CCCN(CC(=O)Nc1ccccc1C)C(=O)CCCNC(=O)c1ccc(Cl)cc1 | -2.0 | -2.0 | -5.7 | 3.6 | 0.3 | -3.5 | x | -6.7 | -3.2 | 2.7 | 6.6
CC1CCCC(C)N1C(=O)CN1C(=O)NC2(CCCCCC2)C1=O (configuration not stated) | -4.0 | -3.5 | x | -6.7 | 0.7 | -5.8 | x | -17.1 | 2.7 | 10.2 | 5.6
O=C(NCCc1ccc(Cl)cc1)C1CCCN1C(=O)Nc1ccc(F)cc1 (configuration not stated) | -28.8 | 8.1 | 8.0 | -7.8 | 1.1 | -8.8 | 0.9 | 16.4 | 9.1 | 17.9 | 8.3
O=C(NCCC1=CCCCC1)C(=O)NCc1ccccc1Cl | -24.0 | 2.5 | -7.6 | -7.3 | -0.9 | x | 0.8 | -7.0 | 1.4 | -4.4 | -6.6
CC(C)Oc1ccc(/C=N/NC(=O)c2nnn(-c3nonc3N)c2CN(C)C2CCCCC2)cc1 | -12.4 | 7.3 | -8.5 | -2.7 | -0.6 | -7.2 | -0.1 | 8.7 | -4.4 | 2.2 | 37.3
Clc1ccccc1Cn1nc(-c2ccccc2)nc1-c1ccccc1 | -28.4 | -4.2 | -3.0 | 2.5 | 1.0 | -16.9 | 1.9 | 18.1 | 0.5 | -51.1 | -8.0
O=C(COc1ncnc2ccccc12)NC1CCCC1 | -22.4 | 10.2 | 6.9 | -7.6 | -0.2 | -5.1 | x | 2.0 | 8.3 | -5.8 | 7.3
COc1cc(/C=N/Nc2nncc3ccccc23)cc(OC)c1OC | -118.2 | -8.4 | -66.5 | -3.6 | -0.1 | -6.6 | -4.3 | -39.7 | 2.2 | -313.0 | -293.1
CC(C)(C)C(=O)NC1=NN(c2c(Cl)cc(Cl)cc2Cl)C(=O)C1 | 21.0 | -1.2 | 1.3 | -9.5 | 0.7 | -3.7 | 2.1 | -17.3 | 0.2 | 4.8 | -0.8
COc1ccc(NC(=O)C2CC(=O)N(C(C)C)C2)cc1 (configuration not stated) | 16.7 | -6.2 | 5.5 | 1.4 | -1.4 | x | 0.4 | 1.2 | 1.1 | -2.9 | 10.2
CCOc1ccccc1N1CCN(S(=O)(=O)c2ccc(Cl)s2)CC1 | -7.4 | -2.1 | -4.3 | 8.0 | 1.2 | -5.1 | 3.9 | 7.3 | -1.1 | 10.9 | 24.5
CCCCOCC1CN(c2ccccc2)C(=O)CS1 (configuration not stated) | -16.7 | -5.3 | 2.5 | -1.9 | -1.4 | -4.9 | -0.9 | -8.1 | -0.4 | 9.1 | 12.2
Clc1cccc(N/N=C(\Cc2nc3ccccc3[nH]2)c2ccccc2)c1 | -80.4 | -7.0 | -6.4 | 10.2 | -1.2 | -6.1 | -1.0 | -27.8 | -2.5 | -110.8 | -26.6
COc1ccc(Cc2nc3ccc(C(=O)N(C)CC4COCCO4)cc3o2)cc1 (configuration not stated) | -24.5 | 4.4 | -27.3 | 2.2 | -0.1 | x | 4.9 | -11.1 | -2.3 | -110.0 | -115.3
O=C(COc1ccc2ccccc2c1)NCC(=O)N/N=C/c1ccco1 | -0.5 | -4.6 | 1.5 | 7.7 | -0.9 | -7.1 | -1.0 | -12.1 | 14.1 | 4.5 | 7.5
O=C(NCCNS(=O)(=O)c1cccc(C(F)(F)F)c1)c1cc(OCC(F)(F)F)ccc1OCC(F)(F)F | 4.7 | 0.7 | 1.5 | 2.2 | 0.2 | -4.2 | -0.6 | 5.2 | 7.5 | 4.6 | 3.0
CCn1c(CNc2ccc(Cl)cc2)nnc1SCCN1CCCCC1 | -5.1 | 4.1 | -2.5 | -1.4 | -0.7 | x | 4.1 | 3.2 | -11.2 | 18.1 | 8.6
c1ccc(N=NC2=NN(c3ccccc3)CS2)cc1 | -203.2 | -11.5 | x | 10.5 | -0.9 | -12.4 | x | -31.6 | -3.1 | -210.2 | -220.6
CC(C)OCCCNC(=O)c1cn(C)c2ccc(S(=O)(=O)N(C)C3CCCCC3)cc2c1=O | 6.5 | 8.6 | 5.2 | -5.5 | -0.5 | -1.9 | 0.4 | 13.8 | 3.1 | 5.6 | 9.2

An excerpt from above, showing only iPSC survival up.
SMILES | iPSC survival up
CC1CCCC(C)N1C(=O)CN1C(=O)NC2(CCCCCC2)C1=O (configuration not stated) | 0.7
O=C(NCCc1ccc(Cl)cc1)C1CCCN1C(=O)Nc1ccc(F)cc1 (configuration not stated) | 1.1

(further entries)
SMILES | NR2E3 ag-1 | Cardio protect | MITF TRPM1 inh | PDI turbidity | iPSC survival up | CaV13 FRET inh | NR2E3 ag-2 | Shn3 3UTR inh | m5-HT2A agonist | HIF-2a block | Peg3 prom inh
CCOC(=O)c1oc2cc(O)c(CC)cc2c(=O)c1-c1cscn1 | 1.1 | 0.5 | 5.4 | -3.3 | 2.2 | -6.1 | 0.5 | -0.9 | -3.8 | -2.9 | -1.7
CC(C)(C)C(=O)Nc1ccccc1C(=O)Nc1ccccn1 | -0.3 | 3.9 | 0.1 | 0.7 | 0.5 | -2.7 | -0.7 | 11.1 | 6.6 | 21.6 | -5.8
COc1ccc(/C=C2\SC(=O)N(CC(=O)Nc3ccc(O)cc3)C2=O)cc1OC | -26.5 | 2.6 | -7.4 | 2.6 | -0.4 | -19.9 | x | -58.1 | 5.0 | 22.0 | 13.2
COc1cccc(C(=O)N(Cc2nc(-c3cccc(C)c3)no2)C(C)C)c1OC | 4.3 | -5.1 | -17.2 | -1.5 | 2.4 | -1.1 | 0.9 | 10.8 | -0.3 | 13.9 | 13.9
COC(=O)c1ccc(Cn2nnc3ccccc32)cc1 | -15.3 | -8.6 | -0.5 | -7.1 | 0.6 | 3.9 | 3.2 | 19.4 | -0.5 | 8.0 | 10.0
COc1cccc(N(CC(=O)N2CCN(C)CC2)S(=O)(=O)c2ccc(C)cc2)c1 | 2.9 | -5.5 | -0.7 | -0.4 | 3.9 | x | 1.8 | 12.7 | -4.7 | 19.2 | 6.6
